Bioassay records: PubChem, The Scripps Research Institute Molecular Screening Center
SIAE primary: inhibitors of human sialic acid acetylesterase SIAE; SIAE FP-Rh probe binding, fluorescence polarization; 0.69% of 370,000 active; AID 1053197; Q9HAT2; inhibition, % at 9.66 µM;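 active = inhibition above a cutoff: mean of compounds within the control limits plus 3 SD of those, cut at about 17% in these data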;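 note: 0% = plate median of compound wells and 100% = probe without SIAE protein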
TCR CD3 inh: blocks the human TCR-CD3 interaction. AID 651800. TAMRA-labeled TCR probe fluorescence, biochemical. inhibition, % at 9.4 µM. 0.37% of 360,000 active; in the data active = inhibition above about 19%;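 note: recombinant mutant TCR 2C K166C tagged with TAMRA read by polarization; 0% = receptor in buffer alone and 100% = receptor with positive control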
PRMT1 inh: PRMT1 (human) inhibition, primary screen; Q99873; recombinant PRMT1, activity-based probe fluorescence polarization; inhibition, % at 2.79 µM; 1.3% of 370,000 active; AID 652257;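 active = inhibition above about 21% made by adding two undisclosed values, limit read from the data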
UHRF1 binding: UHRF1 methyl-DNA binding inhibition. AID 687016. UHRF1 binding to methylated oligo, TR-FRET. 0.75% of 370,000 active. inhibition, % at 4.4 µM. Q96T88; in the data active = inhibition above about 21%;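 note: UHRF1 SRA domain binding a hemimethylated CpG hairpin DNA probe; 0% = median of test compound wells and 100% = reference inhibitor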
Target sequence (Q96T88 whole entry, looked up, the tested form may be a part): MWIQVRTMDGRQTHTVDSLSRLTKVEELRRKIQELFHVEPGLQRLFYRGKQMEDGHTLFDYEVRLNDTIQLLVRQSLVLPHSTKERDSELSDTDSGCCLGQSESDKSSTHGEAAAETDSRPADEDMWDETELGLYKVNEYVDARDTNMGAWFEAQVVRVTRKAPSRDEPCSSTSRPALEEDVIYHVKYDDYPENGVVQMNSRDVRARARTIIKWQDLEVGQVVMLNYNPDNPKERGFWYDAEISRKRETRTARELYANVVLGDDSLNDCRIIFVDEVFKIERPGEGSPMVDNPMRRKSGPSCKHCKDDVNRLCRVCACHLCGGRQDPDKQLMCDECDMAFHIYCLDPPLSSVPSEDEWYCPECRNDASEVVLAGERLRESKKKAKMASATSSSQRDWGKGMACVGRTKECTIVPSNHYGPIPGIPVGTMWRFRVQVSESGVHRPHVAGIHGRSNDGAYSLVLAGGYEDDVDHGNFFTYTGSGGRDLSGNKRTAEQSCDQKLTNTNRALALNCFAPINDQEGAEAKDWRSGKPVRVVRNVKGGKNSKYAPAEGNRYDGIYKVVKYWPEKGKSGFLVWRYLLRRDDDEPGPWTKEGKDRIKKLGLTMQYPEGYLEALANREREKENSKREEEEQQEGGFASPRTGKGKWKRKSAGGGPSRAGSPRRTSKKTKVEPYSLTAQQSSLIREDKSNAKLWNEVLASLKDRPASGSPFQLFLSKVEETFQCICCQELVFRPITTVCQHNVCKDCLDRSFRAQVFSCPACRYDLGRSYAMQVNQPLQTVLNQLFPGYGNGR
DDE Tn7 FP inh: inhibitors of Tn7 peptide binding to human fibrin DD(E). P02675. FP displacement of FITC-Tn7 peptide from fibrin DD(E); 0% = median of compound wells per plate. inhibition, % at 8.3 µM. 0.13% of 370,000 active. AID 720508;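 active = inhibition above the mean of compounds falling within the control limits plus 3 SD of them, cut at about 14% in these data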;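 note: 0% = plate median of compound wells and 100% = 10 µM Aha-Tn7 peptide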
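Test system: human clot-derived fibrin DD(E) complex / Quantity: 2 µM final DD(E) protein / Incubation: 10 min plus 3 h, room temperature / Measured by: fluorescence polarization / Benchmarks: high control of 10 µM Aha-Tn7 peptide / Replicates: singlicate testing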
TDP2 absorb: blocks human TDP2 phosphodiesterase activity; O95551; recombinant TDP2, T5PNP hydrolysis, p-nitrophenol absorbance 415 nm; inhibition, % at 12.8 µM; 0.34% of 370,000 active;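 active = inhibition above the mean of all tested compounds plus 3 SD, set per campaign, cut at about 25% in these data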;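 note: 0% = DMSO with enzyme and 100% = buffer with substrate but no TDP2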
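Test system: Human TDP2 enzyme | Reagent: 5 mM T5PNP | Compound dosing: 12.8 µM single point, 1% DMSO | Incubation: Enzyme reaction with compound for 2 h at 37 °C | Technique: p-Nitrophenol epi absorbance | Read-out: % inhibition relative to enzyme-containing and enzyme-free wells | Benchmarks: High control without enzyme, low control DMSO plus TDP2 | Replicates: Singlicate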
HTRA1 inhibitor: blocks human HTRA1 serine peptidase | AID 504803 | inhibition, % at 5.96 µM | 0.5% of 340,000 active | Q92743 | recombinant HTRA1, FP-rhodamine activity-based probe, fluorescence polarization; in the data active = inhibition above about 36%;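 note: 0% = enzyme with DMSO and 100% = wells lacking enzyme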
PG9 binder: PG9 antibody binding by small molecule. TR-FRET gp120-PG9 antibody binding. inhibition, % at 6.7 µM. 0.43% of 360,000 active. AID 624416; in the data active = inhibition above about 8.5%
mABHD4 FP: inhibits mouse alpha/beta hydrolase domain 4; 0.54% of 370,000 active; Q8VD66; AID 720543; inhibition, % at 8.92 µM; purified mABHD4, FP-Rh probe fluorescence polarization;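 active = inhibition exceeding the mean over every tested compound plus 3 SD, cut at about 30% in these data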;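 note: 0% = plate median of compound wells and 100% = S159A mutant with DMSO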
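system = mouse ABHD4 enzyme, wild type | medium = HEPES pH 7.0, NaCl, Pluronic buffer | also added = FP-Rh probe | incubation = Enzyme–compound pre-incubation 45 min, then probe 60 min, both 25 °C | technique = fluorescence polarization, excitation 525 nm, emission 598 nm, BODIPY TMR filters | controls = S159A mutant high control, sample median low control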
LEDGF integ inh: blocks HIV-1 LEDGF/p75-dependent DNA integration; TR-FRET IN-LEDGF/p75 DNA integration, Eu/Cy5; AID 743269; 0.64% of 370,000 active; inhibition, % at 3.7 µM;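 active = inhibition above the screen-wide mean plus 3 SD, cut at about 13% in these data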;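 note: signal is the Cy5 over europium emission ratio at 671 and 618 nm; 0% = plate median of compound wells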
Starred values were filed as active, the others as inactive; . = no result given.

SMILES | SIAE primary | TCR CD3 inh | PRMT1 inh | UHRF1 binding | DDE Tn7 FP inh | TDP2 absorb | HTRA1 inhibitor | PG9 binder | mABHD4 FP | LEDGF integ inh
Cc1cc(Br)ccc1NC(=O)CN(C)Cc1cccs1 | 10 | -1 | 0 | -3 | 7 | 23 | -14 | 2.1 | -5 | 2
O=[N+]([O-])c1ccccc1S(=O)(=O)c1ccccc1[N+](=O)[O-] | 15 | 5 | -3 | -1 | 0 | 19 | 4 | -1.6 | 4 | -2
Cc1ccc(C(c2nnnn2CC2CCCO2)N2CCN(C)CC2)cc1 (centres undefined) | -3 | -1 | 5 | 0 | 3 | -3 | 7 | 1.7 | 1 | -1
COC(=O)/C=C1/N/C(=N\c2nc(C)cc(C)n2)N(c2ccc(Cl)cc2)C1=O | 11 | 5 | 0 | -3 | 2 | 9 | 1 | -2.3 | 1 | -5
COc1ccccc1CNC(=O)CN1C(=O)NC2(CCCc3sccc32)C1=O (centres undefined) | 0 | -4 | 2 | 0 | -2 | 8 | -1 | 0.3 | 3 | -1
O=[N+]([O-])c1cccc(C=NNC(=S)NC23CC4CC(CC(C4)C2)C3)c1 | 5 | 5 | -3 | -1 | 8 | -1 | -1 | 0.6 | 2 | -2
CCCCNC(=O)c1ccc(NC(C)=O)c(Cl)c1 | -4 | -1 | -2 | 0 | -1 | 4 | -3 | -1.1 | 5 | 1
COc1cccc(O)c1CN1CCC(Oc2ccc(C(=O)NCc3ccccn3)cc2)CC1 | 7 | 2 | 0 | 0 | -5 | 7 | 2 | -0.4 | -7 | 0
CC(C)(C)N1CC(C(=O)Nc2ccc(C(N)=O)cc2)CC1=O (centres undefined) | 4 | 4 | -2 | 2 | -5 | -2 | 3 | 1.3 | -4 | 0
CC(C)COC(=O)c1cccc2c1-c1ccccc1/C2=N\O | -55 | -9 | 3 | 1 | -3 | -6 | -55 | 1.4 | -80 | 2
CCOC(=O)c1ccccc1NS(=O)(=O)c1ccccc1 | 4 | 6 | -1 | -2 | -2 | -4 | -5 | -2.0 | -8 | -3
CCN1C(=O)CSC1=Nc1ccc(C(=O)O)cc1 | -10 | -7 | 4 | 3 | 6 | -6 | 1 | 0.0 | -5 | 1
COc1ccc(NC2CC(=O)N(c3cc([N+](=O)[O-])ccc3C)C2=O)cc1 (centres undefined) | 12 | -5 | -3 | -1 | 0 | -14 | 2 | -3.2 | -5 | 8
COc1ccc(N=C2NC(=O)/C(=C\C=C\c3ccccc3)S2)cc1 | -1 | -6 | -3 | -2 | -4 | -6 | -7 | 0.0 | -1 | 2
C=C(C)COc1cc2oc(=O)c(CC(=O)N3C[C@H]4C[C@@H](C3)c3cccc(=O)n3C4)c(C)c2cc1Cl | 0 | 4 | -6 | 0 | -9 | -4 | -7 | 1.6 | 2 | 2
COc1ccc(/C(N)=N/OC(=O)Oc2ccccc2)cc1OC | 5 | 0 | -4 | 1 | 2 | -6 | -2 | -1.4 | -2 | -1
O=C(CN1C(=O)NC2(CCCC2)C1=O)Nc1cc(Cl)ccc1Oc1ccccc1 | 6 | -1 | -1 | 1 | 9 | -13 | -14 | -2.4 | -14 | 3
CCOC(=O)C(NCc1ccc2c(c1)OCO2)(NC(=O)CC)C(F)(F)F (centres undefined) | -5 | -9 | 3 | 0 | -1 | -6 | 8 | 0.2 | -18 | -2
CCOC(=O)c1cc2occc2n1CC(=O)N1CCOCC1 | 0 | -2 | 2 | 0 | 2 | -14 | -6 | -0.9 | 0 | -5
CC(C)c1nc(SCC(=O)NC(=O)NC(C)(C)C)n[nH]1 | -2 | 6 | 2 | -1 | 7 | 9 | -2 | -1.6 | 2 | 0
Cn1c(=S)[nH]c2scc(-c3cccs3)c2c1=O | 1 | 6 | 9 | -1 | -2 | 1 | 5 | 4.2 | -7 | -2
CN(Cc1cccs1)CC(O)COCc1ccco1 (centres undefined) | -4 | 1 | -3 | -1 | 8 | 6 | 9 | -0.1 | -3 | -1
Cc1cc(=O)oc2cc(OCC(=O)NCCCN3CCOCC3)ccc12 | 4 | -2 | -2 | 3 | -10 | -3 | 1 | -2.2 | 0 | -3
C=C(C)Cn1c(SCC(=O)N/N=C/c2ccccc2)nc2ccccc2c1=O | -2 | 1 | -1 | -2 | 5 | 0 | -14 | -0.1 | 4 | -2
CC(=O)Nc1ccc(NC(=O)c2cc(S(=O)(=O)N3CCCCC3)ccc2C)cc1 | -7 | -12 | -2 | 1 | -5 | -16 | 4 | -2.4 | -10 | 5
Cc1cc(C)cc(N2CC(C(=O)Nc3cc(C)on3)CC2=O)c1 (centres undefined) | -2 | -3 | -3 | 1 | 1 | 19 | -7 | -2.4 | 6 | 1
CC(OC(=O)c1cc(S(=O)(=O)N2CCOCC2)ccc1F)C(=O)NC1CCCC1 (centres undefined) | -5 | -2 | 2 | -2 | 6 | 1 | 1 | -0.7 | -3 | -8
C=CCOc1cccc(C2/C(=C(\O)c3ccc4c(c3)OCCO4)C(=O)C(=O)N2CCN2CCOCC2)c1 (centres undefined) | -1 | -7 | 3 | -2 | -3 | 1 | 7 | 9.3* | 4 | -6
COc1ccc(S(=O)(=O)N2CCOCC2)cc1NC(=O)CSc1n[nH]c(=O)n1C1CC1 | 5 | 6 | -2 | 1 | -6 | -1 | 4 | 0.3 | 9 | 71*
Cc1ccc(C(=O)Nc2ccccc2-c2ccccc2)cc1S(=O)(=O)Nc1ccccc1 | -62 | -4 | -3 | -4 | 6 | -6 | -74 | 2.8 | -101 | 1
O=C(NCCOCCOCCNC(=O)c1cccnc1)c1cccnc1 | 2 | 7 | 2 | -1 | -7 | 5 | 1 | 0.2 | 8 | 0
CCCC(C)NC(=O)CSc1nnc2ccccn12 (centres undefined) | 4 | -5 | 2 | 9 | -7 | -14 | 16 | -0.1 | -6 | 2
N#Cc1cccc(NC(=O)Cn2c3[n+](c4ccc(C(F)(F)F)cc42)CCCCC3)c1 | 1 | 5 | -1 | 0 | -5 | 10 | 0 | -2.0 | 2 | 1
CCN(CCCNC(=O)CN(C)S(=O)(=O)c1cccc2nsnc12)c1cccc(C)c1 | 10 | -1 | -1 | -6 | 2 | 4 | 10 | -0.4 | 3 | 0
CCCC#Cc1ccc(CC[C@H]2O[C@H]3CC[C@H](CO)O[C@H]3C[C@H]2NC(=O)CN2CCOCC2)cc1 | 2 | . | -7 | 6 | -2 | -6 | . | . | 4 | 6
Cc1ccc(-n2c(SCC(=O)N3CCCCC3)nc(O)c(Cc3ccccc3)c2=O)cc1 | 5 | -2 | 10 | 0 | -2 | 1 | 0 | -0.8 | 7 | -1
COc1ccc(NC(=O)COC(=O)CCOc2ccccc2C)cc1Cl | 2 | -3 | 0 | 0 | -6 | 6 | -11 | 1.2 | 4 | 0
Cc1cc(/C=N/N2CCN(C)CC2)c(C)n1-c1ccc(Cl)cc1 | 0 | -1 | -6 | 30* | -10 | 5 | 8 | -2.9 | 3 | 1
CCC(CO)Oc1cc(NC(=O)c2cccc([N+](=O)[O-])c2)c2ncn(C(C)C)c2c1 (centres undefined) | 4 | 7 | -2 | -2 | 6 | 12 | 6 | 0.6 | 3 | 2
COc1cc2c(cc1OC)[C@@H](NC(=O)CCc1ccccc1)[C@H](O)C2 | 1 | -8 | 3 | 1 | 2 | 1 | 3 | 0.3 | 8 | 0

By substructure: those above with an NH in an aromatic ring.
SMILES | SIAE primary | TCR CD3 inh | PRMT1 inh | UHRF1 binding | DDE Tn7 FP inh | TDP2 absorb | HTRA1 inhibitor | PG9 binder | mABHD4 FP | LEDGF integ inh
CC(C)c1nc(SCC(=O)NC(=O)NC(C)(C)C)n[nH]1 | -2 | 6 | 2 | -1 | 7 | 9 | -2 | -1.6 | 2 | 0
Cn1c(=S)[nH]c2scc(-c3cccs3)c2c1=O | 1 | 6 | 9 | -1 | -2 | 1 | 5 | 4.2 | -7 | -2
COc1ccc(S(=O)(=O)N2CCOCC2)cc1NC(=O)CSc1n[nH]c(=O)n1C1CC1 | 5 | 6 | -2 | 1 | -6 | -1 | 4 | 0.3 | 9 | 71*

(list continues)
SMILES | SIAE primary | TCR CD3 inh | PRMT1 inh | UHRF1 binding | DDE Tn7 FP inh | TDP2 absorb | HTRA1 inhibitor | PG9 binder | mABHD4 FP | LEDGF integ inh
S=c1nc(C23CC4CC(CC(C4)C2)C3)[nH][nH]1 | -1 | -3 | 34* | 5 | -2 | -25 | 0 | -2.1 | 1 | 5
N=C(N)Cc1ccccc1Sc1ccccc1 | 0 | -2 | 3 | 2 | -7 | -1 | 5 | 0.9 | -1 | -1
C=CSc1sc(Cl)c(N2CCOCC2)c1[N+](=O)[O-] | -4 | -5 | 2 | 3 | -1 | -8 | -1 | -1.1 | -1 | -2
C[C@H](CO)N1C[C@H](C)[C@@H](CN(C)S(=O)(=O)c2cccs2)Oc2c(NC(=O)C3CCCCC3)cccc2C1=O | 7 | -5 | -2 | -1 | -4 | -11 | -6 | 0.0 | 7 | -2
C#CCOCCOCCOCCNc1nc(N2CCN(C(=O)[C@H](CCCN=C(N)N)n3cc(C(N)[C@@H](C)CC)nn3)CC2)nc(N2CCN(C(=O)[C@H](CC(N)=O)n3cc([C@@H](N)C(C)C)nn3)CC2)n1 (some centres undefined) | 2 | 5 | -2 | 13 | -9 | 2 | 2 | -1.6 | 10 | 0
O=C(Nc1cc(C(F)(F)F)ccc1Cl)C(NCc1ccccc1)c1ccccc1 (centres undefined) | -4 | 6 | -1 | 0 | -6 | -4 | -17 | -1.0 | -7 | -2
COC(=O)c1ccc(CN2CCCC(CNC(=O)Cc3ccc(OC)cc3)C2)cc1 (centres undefined) | 0 | -1 | 2 | 0 | 1 | -7 | 5 | 0.8 | 0 | -7
COc1ccc(S(=O)(=O)Nc2ccc(N3CCOCC3)cc2)cc1[N+](=O)[O-] | -2 | 2 | 3 | 2 | 3 | 0 | 3 | -0.2 | 0 | -4
CC(C)c1ccc(OCC(=O)NC2CCCC2)cc1 | 3 | 3 | 1 | 0 | -6 | -5 | 4 | -1.2 | -1 | 3
CCn1c(CC(=O)Nc2ccc(F)cc2)nnc1SCC(=O)NC1CCCC1 | 2 | 5 | -3 | 1 | 8 | -13 | 2 | -0.1 | -4 | -1
S=c1[nH]nc(C2CCCCC2)n1/N=C/C=C/c1ccccc1 | 0 | -4 | 15 | 1 | -7 | -13 | -24 | -2.6 | -24 | 8
Cc1ccc(O)c(NC(=O)CSc2n[nH]c(C)c2[N+](=O)[O-])c1 | 5 | 1 | -2 | 33* | 3 | -1 | 4 | -2.9 | 3 | 0
Cc1ccccc1S(=O)(=O)N(C)C[C@H]1OCc2cnnn2CCCC(=O)N([C@@H](C)CO)C[C@H]1C | 0 | -3 | 2 | -2 | 4 | 4 | 2 | 1.5 | 4 | 0
